Assay outcomes (PubChem BioAssay)
IEC-6 cytotox = cytotoxicity in IEC-6 intestinal epithelial cells, primary screen, cytotoxicity control for KLF5 inhibitor project, cell-based, luminescence | IEC-6 cytotoxicity, luminescence viability | inhibition, % at 5 µM | 290,000 compounds, 0.78% hits; in the data active = inhibition above about 22%;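 note: 0% = plate median of test compound wells and 100% = cytotoxic reference compound wells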
GSK3 alpha inh = blockers of GSK3A enzyme activity – biochemical, luminescence, cell-free homogeneous, HTS, primary screen. GSK-3 alpha kinase, ADP-Glo luminescence, 60 min. inhibition, % at 10 µM. 320,000 compounds, 0.1% hits;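 in the data active = inhibition above about 50%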;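 note: GST-tagged GSK-3 alpha with peptide substrate and 25 µM ATP; 0% = DMSO neutral wells and 100% = GW8510 positive control wells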
Target sequence (P49840 whole entry, looked up): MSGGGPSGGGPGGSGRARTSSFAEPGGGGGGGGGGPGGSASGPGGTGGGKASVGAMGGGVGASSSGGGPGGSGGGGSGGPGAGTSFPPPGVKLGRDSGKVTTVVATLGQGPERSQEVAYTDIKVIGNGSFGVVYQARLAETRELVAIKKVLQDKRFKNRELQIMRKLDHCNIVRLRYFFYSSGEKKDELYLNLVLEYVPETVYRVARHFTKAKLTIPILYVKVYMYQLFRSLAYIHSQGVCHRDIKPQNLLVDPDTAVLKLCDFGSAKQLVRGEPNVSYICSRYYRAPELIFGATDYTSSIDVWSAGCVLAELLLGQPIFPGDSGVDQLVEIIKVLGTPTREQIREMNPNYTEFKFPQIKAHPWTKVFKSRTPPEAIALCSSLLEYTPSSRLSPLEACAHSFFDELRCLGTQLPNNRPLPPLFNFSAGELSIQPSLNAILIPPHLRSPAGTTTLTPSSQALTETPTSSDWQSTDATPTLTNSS
GSK3B inh = human GSK3beta kinase inhibitors, primary screen, biochemical, cell-free homogeneous, HTS; AID 2097, 2009; activity score (negative = inhibition), % at 10 µM; Glycogen synthase kinase-3 beta (Homo sapiens), P49841; 300,000 compounds, 0.038% hits; GST-GSK3beta kinase, ADP-Glo luminescence, 60 min; hits give low values;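 active = more than half of replicate wells score below -50%, meaning over 50% inhibition versus plate controls; inconclusive = some replicates but at most half score below -50%; inactive = no replicate scores below -50%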;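 note: 0% = median DMSO wells and -100% = median GW8510 positive control wells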
Target sequence (P49841 whole entry, looked up): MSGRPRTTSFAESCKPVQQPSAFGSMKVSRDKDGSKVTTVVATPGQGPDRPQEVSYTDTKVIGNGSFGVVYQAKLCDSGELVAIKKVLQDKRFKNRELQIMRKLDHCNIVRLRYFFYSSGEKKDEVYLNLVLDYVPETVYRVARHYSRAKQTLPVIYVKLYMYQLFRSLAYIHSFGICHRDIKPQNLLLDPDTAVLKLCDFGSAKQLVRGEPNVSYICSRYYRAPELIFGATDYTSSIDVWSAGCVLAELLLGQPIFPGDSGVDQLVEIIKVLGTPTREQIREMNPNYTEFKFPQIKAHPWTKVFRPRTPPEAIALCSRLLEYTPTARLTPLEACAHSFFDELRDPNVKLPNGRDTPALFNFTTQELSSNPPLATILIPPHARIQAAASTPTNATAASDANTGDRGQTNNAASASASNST
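test system = GST-tagged human GSK3beta kinase, cell-free | reagent = 25 µM ATP with peptide substrate | dosing = one dose of 10 µM per compound | schedule = 60 min reaction, RT | detection = luminescent ADP-Glo measurement of ADP formed | control set = DMSO neutral wells and GW8510 at 20 µM as positive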
HSF1 activator = HSF-1 activators, primary screen, NIH3T3-HGL cells, MG132 stress, luminescence, single point. NIH3T3-HGL HSF-1 luciferase reporter, 8 h; 100% = twice DMSO control signal. activation, % at 9 µM. 300,000 compounds, 1.7% hits;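 active = mean replicate activation of at least 50% with a set share of replicates each reaching 50%; inconclusive = only one of those two conditions met; inactive = mean below 50% and too few replicates reaching it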;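 note: 0% = median of the neutral control wells and 100% = twice that signal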
HSP90 inh = HSP90 inhibitors, primary screen, cell lysate, luminescence; Heat shock protein HSP 90 (rabbit reticulocyte lysate; luciferase refolding); Rabbit reticulocyte lysate, luciferase refolding luminescence, 3 h; inhibition, % at 5.6 µM; 290,000 compounds, 0.91% hits; AID 1789, 2009;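 active = inhibition above the screen-wide mean plus 3 SD, computed separately per campaign, cut at about 16% in these data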;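 note: 0% = DMSO wells and 100% = 60 µM geldanamycin wells; inhibitors lower the luminescence because luciferase stays unfolded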
aSyn 5UTR inh = MLPCN primary screen, SNCA 5' untranslated region | alpha-synuclein 5'UTR reporter, inhibitor activity | inhibition, % (tested at 7.5 µM) | 300,000 compounds, 0.82% hits | AID 1813, 2009; in the data active = inhibition above about 60%; inconclusive = no clear call, values can overlap the other calls;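 note: H4 neuroglioblastoma cells stably carrying SNCA 5'UTR luciferase fusion; 0% = DMSO wells and 100% = positive control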
AI-2 QS mod = Vibrio harveyi AI-2 quorum sensing modulators, primary screen, JMH597 strain, luminescence/OD600 ratio; Vibrio harveyi JMH597 AI-2 luminescence/OD600 ratio, 9 h; hits give low values; strain lacks LuxN and CqsS sensors; 0 = neutral-control median; activity change, % at 7.5 µM; 300,000 compounds, 0.4% hits; AID 2094, 2009; in the data active = activity change below about -75%, passing the limit was not always enough; inconclusive = no clear call, values can overlap the other calls;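 note: luminescence divided by OD600 gain over 9 h not by final OD600 alone; inactives centre near 13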
KLF5 inh = KLF5 expression inhibitors, primary screen, DLD-1 cells, luminescence | DLD-1 KLF5 promoter-luciferase reporter | inhibition, % at 5 µM | 290,000 compounds, 0.23% hits | AID 1700, 2009;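 active = inhibition above a per-plate limit of that plate's mean compound inhibition plus 3 SD, cut at about 60% in these data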;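 note: 0% = DMSO wells and 100% = LY294002 at 200 µM; higher means less KLF5 promoter-driven luciferase light; inactives centre near -14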
HSF1 inh = HSF1 inhibitors in luciferase reporter cells, primary screen, cell-based, NIH3T3, luminescence; NIH3T3-HGL HSE-luciferase, MG132-induced, luminescence 8 h; hits give low values; activity change, negative = inhibition, % at 7.5 µM (by protocol); 300,000 compounds, 0.77% hits;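 active = more than half of replicate wells show activity change below -50%, luminescence cut by over half; inconclusive = some wells, but at most half, below -50%; inactive = no replicate well below -50%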;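 note: luciferase reports HSF-1 transcriptional activity via heat shock element; 0% = median of DMSO wells and -100% = zero luminescence signal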
PolyA inh = polyadenylation inhibitors in yeast reporter cells, primary screen, luminescence, S. cerevisiae; calls only at 12 µM; 300,000 compounds, 0.02% hits; S. cerevisiae SKY197-pL101 polyadenylation reporter, beta-gal luminescence; efflux-impaired pdr1/pdr3 knockout yeast; score 100 = 6 SD above DMSO;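 active = lowest replicate activity score at least 50, where 100 means six control SD above control mean; inconclusive = lowest score under 50 but half or more replicates reach 50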;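 note: yeast exposed to compound for 9 h at 30 °C; higher score means more reporter readthrough which indicates perturbed polyadenylation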
* = called active by the depositor; i = inactive; ? = inconclusive; · = not tested or not shown.

SMILES | IEC-6 cytotox | GSK3 alpha inh | GSK3B inh | HSF1 activator | HSP90 inh | aSyn 5UTR inh | AI-2 QS mod | KLF5 inh | HSF1 inh | PolyA inh
Cc1ccc(SCC(=O)NC(C)(C)C)cc1 | -9 | -1 | 2 | 14 | 6 | -66 | 15 | -87 | 12 | i
O=C(COC(=O)COc1ccc(Br)cc1)Nc1cccnc1Cl | 0 | 1 | 1 | -15 | -6 | -8 | 27 | -6 | -8 | i
CCC(C)(C)c1nnc(NC(=O)c2cccc([N+](=O)[O-])c2)s1 | 10 | 3 | 4 | 1 | 2 | -147 | 23 | -7 | -3 | i
COc1cc(OC)nc(NC(=O)COC(=O)c2cccc(Cl)c2)n1 | 3 | -3 | -1 | 15 | 1 | -50 | 19 | -35 | -1 | i
O=C(CSc1nnc(-c2ccccc2)o1)NC1CCCCC1 | -4 | -2 | · | 8 | 3 | -18 | · | -16 | -4 | i
C/C(Cc1ccccc1)=N\NC(=O)CNC(=O)c1ccccc1O | -3 | -1 | 1 | -19 | 0 | -3 | ? | -14 | -2 | i
O=C(C1CCCCC1)N1CCN=C1SCc1cccc([N+](=O)[O-])c1 | 6 | -5 | -3 | 2 | -3 | 5 | 13 | -9 | 2 | i
O=c1oc2cc(Oc3ccc(C(F)(F)F)cc3[N+](=O)[O-])ccc2c2c1CCCC2 | 4 | · | 0 | -6 | -4 | -13 | 21 | -27 | 4 | i
Cc1cc(OC(=O)c2ccccc2)c([N+](=O)[O-])c(=O)[nH]1 | -3 | · | 1 | 9 | -2 | -13 | 31 | -4 | 5 | ·
O=C(CSc1nnc(NC(=O)c2ccccc2[N+](=O)[O-])s1)NCC1CCCO1 (stereo unspecified) | 0 | 2 | 2 | -13 | -1 | -2 | 8 | -18 | -4 | i
CN(C)CCCNc1nc2sc3c(c2c(=O)n1CCc1ccccc1)CCCCC3 | 8 | 3 | -1 | 2 | 0 | 36 | -2 | -13 | 3 | i
O=C(CNS(=O)(=O)c1ccccc1)Nc1ccc2c(c1)OCO2 | 3 | 7 | 1 | 38 | -7 | -26 | 15 | -4 | 4 | i
CCOc1cc2[nH]c(=O)n(CCCC(=O)N(C)Cc3ccccc3)c(=O)c2cc1OCC | -5 | -2 | 3 | 10 | 1 | 40 | 17 | -26 | 6 | i
CCO[C@H]1OC(C(=O)Nc2ccccc2)=C[C@@H](c2coc3ccccc3c2=O)[C@@H]1CCCO | -2 | 0 | 32 | -2 | 1 | 24 | -1 | -1 | -1 | i
COc1ccc(C2CC(O)(c3ccccc3)Oc3c(C)ccc(C)c32)cc1 (stereo unspecified) | · | -3 | -1 | 22 | · | 27 | 10 | · | 9 | i
Cc1c(CCO)c(=O)[nH]n1S(=O)(=O)c1cccc(C(F)(F)F)c1 | 7 | -2 | -3 | 16 | 3 | -3 | 5 | -27 | 1 | ·
CC(C)c1ccc(NC(=O)CSc2n[nH]c(=O)n2C2CC2)cc1 | 0 | -1 | -2 | -4 | 1 | 17 | 5 | -8 | -8 | i
Cc1cc(=O)oc2cc(OCC(=O)OCC(=O)Nc3ccc4ccccc4c3)ccc12 | -2 | -1 | 1 | -3 | 3 | -39 | 30 | -13 | 5 | i
COCCNC(=O)c1onc(CS(=O)(=O)c2cc(C)cc(C)c2)c1C(=O)NCCOC | · | -2 | 2 | -15 | · | 0 | 14 | · | -2 | i
COc1cccc(OC)c1C(=O)OCC(=O)Nc1ccc(OC(F)(F)F)cc1 | -1 | -2 | 2 | 4 | 0 | -19 | 9 | -31 | 1 | i
COCCCNC(=S)Nc1cccc(S(=O)(=O)NC2=NCCC2)c1 | 4 | 3 | -2 | 7 | -1 | -25 | 29 | 4 | 3 | i
Cc1ccc2nc(SCC(=O)NNC(=O)c3ccccc3)[nH]c2c1 | 0 | 1 | 2 | 1 | 0 | -6 | 18 | -4 | -5 | i
NC(=O)[C@H](Cc1cc2ccccc2s1)NC(=O)[C@@H]1CC2(CC(c3cccc(NC(=O)[C@@H]4CCC(=O)N4)c3)=NO2)CN1C(=O)/C=C/Sc1ccccc1 (stereo partly specified) | 0 | -2 | -2 | -20 | 1 | 16 | 14 | 0 | -2 | i
COc1ccc(/C=N\NC(=O)c2ccccc2)cc1COc1ccccc1 | 4 | -1 | 3 | 10 | 5 | 11 | 14 | -12 | 13 | i
CC(=O)c1cccc(NC(=O)c2ccccc2N(C)S(=O)(=O)c2ccc(C)cc2)c1 | 0 | 0 | 1 | -1 | 0 | 5 | 2 | -27 | -4 | i
Cc1ccc2ncnc(Oc3ncccc3NC(=O)C(C)(C)C)c2c1 | 2 | -2 | 1 | 4 | 5 | -4 | 16 | -17 | -8 | i
Cc1csc(NC(=O)CSc2nnnn2C)n1 | 0 | -1 | -1 | 16 | 1 | -68 | 4 | -108 | 3 | i
Cn1cnc2c1c(=O)n(Cc1ccc(Cl)cc1Cl)c(=O)n2C | 4 | 4 | 0 | 14 | -1 | 6 | -9 | -16 | 4 | i
CCN(CC)CCN1C(=O)c2ccccc2NC1c1ccc(F)cc1 (stereo unspecified) | -8 | 1 | 1 | 9 | -1 | 20 | 19 | -21 | -5 | i
O=c1cc(N2CCCCC2)nc2n1CCCS2 | 1 | 0 | 2 | 7 | -3 | -31 | 1 | -42 | -3 | i
O=C(COC(=O)c1ccccc1NCCO)NNC(=O)c1cccs1 | · | -1 | -1 | 8 | · | 1 | 13 | · | 1 | i
O=C(c1ccc(C#CC2(O)CCCCC2)cc1)N1CCN(C(c2ccccc2)c2ccccc2)CC1 | -3 | -4 | -1 | -48 | 1 | -37 | 28 | 5 | ? | i
CCOc1ccc(-c2nnc(N)o2)cc1 | -1 | 4 | 0 | -5 | 3 | -46 | 29 | -22 | -3 | i
O=C(c1cc(-c2ccc(Br)cc2)n[nH]1)N1CCN(C(=O)c2ccccc2Br)CC1 | 0 | -2 | 1 | 0 | 3 | 39 | 15 | -19 | 0 | i
CCN1CCN(CCOc2cccc(Oc3ccccc3)c2)CC1 | -5 | -2 | 1 | 4 | -3 | -37 | 28 | -19 | 2 | i
CCCN(CCC)CCNC(=O)C1CCN(Cc2nc(-c3ccc(Cl)cc3)oc2C)CC1 | 57* | 1 | -2 | -7 | -2 | -30 | 17 | 3 | -4 | i
COc1ccc(OCC(O)CN2CCNCC2)cc1 (stereo unspecified) | -1 | 1 | -1 | 15 | 1 | 16 | -8 | -8 | -3 | i
COc1cc(C(=O)OCC2CC(c3ccccc3)=NO2)cc(OC)c1OC (stereo unspecified) | 4 | 13 | 0 | 8 | 0 | 9 | 22 | 4 | 5 | i
O=C(Nc1ccc(S(=O)(=O)NCc2ccco2)cc1)C1CCCCC1 | -5 | 8 | 1 | 11 | -3 | 13 | 20 | -29 | -4 | i
CCCCNC(=O)n1c(=O)oc2ccc(Cl)cc21 | 10 | -1 | 5 | -13 | 5 | 11 | -10 | 3 | -2 | i
O=C(CN1C(=O)NC2(CCCC2)C1=O)Nc1cc(Cl)ccc1N1CCCCC1 | 0 | 1 | 4 | 6 | -2 | 8 | 8 | -27 | 2 | i
COc1cc(/C=C/c2ccc3cccc([N+](=O)[O-])c3n2)ccc1OCC#N | 8 | -1 | -9 | 8 | 1 | -25 | 17 | -30 | -4 | i
O=C(Nc1ccc(F)cc1)Nc1ccccc1F | 2 | · | -1 | 24 | 1 | -180 | 6 | -141 | 15 | i
O=c1cc(CSc2nnc(COc3ccc(Cl)cc3)o2)c2ccccc2[nH]1 | -3 | 0 | 2 | 6 | 1 | 9 | 25 | 23 | 10 | i
COc1ccc([C@@H]2[C@@H]3C(=O)N(C(C)(C)C)C(=O)[C@@H]3[C@]3(CC(C)C)C(=O)N(c4ccc(C(F)(F)F)cc4)C(=O)N23)cc1 | 8 | -1 | -1 | -9 | -7 | -3 | 18 | -6 | 0 | i
CN1c2ccccc2C(C)(C)C12CCCC(=O)N2 (stereo unspecified) | 4 | 3 | 4 | 5 | 1 | 20 | 8 | -3 | -2 | i
COc1ccc(CCNC(=O)C2CC(c3cc(C(F)(F)F)cc(C(F)(F)F)c3)=NO2)cc1 (stereo unspecified) | · | 0 | -1 | 3 | · | 25 | 17 | · | 1 | i
COc1ccccc1NC(=O)Nc1ccc(C(N)=O)cc1 | 4 | 1 | 6 | 27 | 0 | -22 | -2 | -25 | 2 | i
CCC(C)c1ccc(OCC(=O)NNC(=O)C2CCCCC2)cc1 (stereo unspecified) | 4 | 0 | 0 | 0 | -5 | 3 | 17 | -26 | -4 | i
CCS(=O)(=O)Nc1cccc(C2=NN(S(=O)(=O)CC)C(c3cccs3)C2)c1 (stereo unspecified) | -2 | -3 | -1 | -7 | 1 | -4 | 22 | -48 | 4 | i
(next part)
SMILES | IEC-6 cytotox | GSK3 alpha inh | GSK3B inh | HSF1 activator | HSP90 inh | aSyn 5UTR inh | AI-2 QS mod | KLF5 inh | HSF1 inh | PolyA inh
O=C(NC(=S)NNC(=O)c1ccccc1O)c1cccc([N+](=O)[O-])c1 | -4 | -5 | 2 | 28 | 3 | -1 | 30 | -6 | -1 | i
COc1ccc(C2=NOC(C(=O)Nc3cccnc3Cl)C2)cc1 (stereo unspecified) | -5 | 1 | 3 | -2 | 2 | 10 | 18 | -3 | -5 | i
COc1cc(NS(=O)(=O)c2csc(C(N)=O)c2)cc(OC)c1 | -4 | -2 | 4 | -55 | 1 | -2 | 0 | -31 | -44 | i
COc1cccc(OCCNCc2ccccc2)c1 | 4 | -1 | 1 | 3 | 2 | -20 | 5 | -18 | -1 | i
Cc1cc(C)c2c(SC(C)C)nc(N)nc2n1 | 6 | 0 | 0 | 4 | 1 | 11 | 30 | -17 | -2 | i
Cc1nn(CC(=O)N2CCN(C)CC2)c(=O)c2c1sc1ccccc12 | 0 | -2 | 2 | -17 | 7 | 28 | 0 | -17 | 2 | i
COc1ccc2cc(-c3cc(C(=O)OCC(=O)NC4CCS(=O)(=O)C4)c4ccccc4n3)ccc2c1 (stereo unspecified) | 5 | 0 | 2 | 2 | 12 | 54 | 8 | -121 | 7 | i
O=C(NCC1CCCO1)C1CCCN1C(=O)Nc1ccc(Cl)c(Cl)c1 (stereo unspecified) | 7 | -1 | 6 | -3 | 4 | -8 | 13 | -5 | -9 | i
CS(=O)(=O)N1CCc2cc(C(=O)Nc3ccccc3Br)ccc21 | -6 | 0 | 1 | 40 | -7 | -124 | 16 | -120 | 20 | i
Cn1cc(C(=O)OCC2CCN(CCNS(C)(=O)=O)CC2)c2ccccc21 | · | 0 | -6 | -7 | · | 0 | 5 | · | -5 | i

Some of the compounds tested. The share of hits here may be higher or lower than overall.
